# Source: PubChem (Sanford-Burnham Center for Chemical Genomics)
# mouse EphA4 binding – inhibitors of EphA4 binding to KYL peptide, primary screen, biochemical, colorimetric, mouse EphA4 (AID 689); Ephrin type-A receptor 4 (Mus musculus); EphA4-AP binding to KYL peptide, pNPP A405; higher % means a stronger effect; one-dose inhibition, % at 10 µM; IC50 in µM for titrated hits; hit rate 0.1% among 62,000; in the data active = a potency from the dose series; inactive = the rest, 99 in 100 with inhibition below about 22%
# * marks the source's active call; other numbers are inactive results; & = joins results of further samples.
# A first look, 7 compounds:
SMILES,mouse EphA4 binding
Cc1ccc2c(c1)c(C)c(C)n2CC(O)Cn1nnc2ccccc21 (stereo not drawn),-14%
COC(/C=C/Nc1ccc(C)c(C)c1)=C(C#N)C#N,-12%
Cc1cc2nc(SCC(=O)Nc3nonc3C)c3c(c2cc1C)CCCC3,-16%
CSc1ccccc1N=Cc1nc(-c2ccccc2)oc1O,38µM*
COc1ccc(NC(=O)CN2CCN(CC(=O)Nc3ccccc3Cl)CC2)cc1Cl,-4%
Cc1ccc(NC(=O)CC(O)(C(F)(F)F)C(F)(F)F)cc1,0%
Cc1noc(C)c1S(=O)(=O)NC1CCCc2ccccc21 (stereo not drawn),-4%

# The whole of this part, repeating the preview:
SMILES,mouse EphA4 binding
Cc1ccc2c(c1)c(C)c(C)n2CC(O)Cn1nnc2ccccc21 (stereo not drawn),-14%
COC(/C=C/Nc1ccc(C)c(C)c1)=C(C#N)C#N,-12%
Cc1cc2nc(SCC(=O)Nc3nonc3C)c3c(c2cc1C)CCCC3,-16%
CSc1ccccc1N=Cc1nc(-c2ccccc2)oc1O,38µM*
COc1ccc(NC(=O)CN2CCN(CC(=O)Nc3ccccc3Cl)CC2)cc1Cl,-4%
Cc1ccc(NC(=O)CC(O)(C(F)(F)F)C(F)(F)F)cc1,0%
Cc1noc(C)c1S(=O)(=O)NC1CCCc2ccccc21 (stereo not drawn),-4%
COC(=O)c1c(C)oc2cc(Br)c(OCc3ccc([N+](=O)[O-])cc3)cc12,-3%
CC(C)CCNC(=O)c1ccc(CSCc2cccc(F)c2)o1,-5%
CC(C)C(NS(=O)(=O)c1ccc2c(c1)oc(=O)n2C)C(=O)N1CCN(c2ccccc2F)CC1 (stereo not drawn),-11%
CCOC(=O)N1CCC(NC(=O)C2CCN(S(=O)(=O)N3CCC(C)CC3)CC2)CC1,-15%
COC(=O)[C@@H](NC(=O)NC1CCCc2ccccc21)C(C)C (stereo partly drawn),-13%
CC(C)=C1C2CC2C2C(C(=O)O)C12 (stereo not drawn),-10%
CCCN1C(=O)c2cc(C(=O)NCc3cccs3)ccc2C1O (stereo not drawn),-90%
N#CCCN(CCC#N)C(=O)c1ccc(Cl)cc1,-35%
Cc1cn(CC2COC(C)(C)O2)c(=O)[nH]c1=O (stereo not drawn),-12%
CCOc1ccc(NC(=S)Nc2ccc(C)c([N+](=O)[O-])c2)cc1,-4%
Cc1cc(C)n(-c2nncc(-c3ccccc3)n2)n1,-10%
Cc1ccc(-c2cnc(NC(=O)CCC(=O)N(C)Cc3ccccc3)n2C)cc1,-6%
Fc1ccc(N2CCN(c3nc(-c4ccco4)cc(C(F)(F)F)n3)CC2)cc1,-3%
CCCC/C(C)=N/NC(=O)C(=O)NCCc1ccccc1,3%
CN1CCc2c(sc3nc(SCC(=O)N4CCOCC4)nc(N)c23)C1,-8%
O=C1OC(Oc2ccccc2)(c2ccccc2)c2ccccc21 (stereo not drawn),-1%
COc1ccc(C(=O)Nc2cc(C(C)=O)c(/C=C/N(C)C)oc2=O)cc1,-10%
CCOCCOC(=O)CCSc1n[nH]c(=O)[nH]c1=O,-3%
COc1ccc(OC)c2sc(NC(=O)C3CC3)nc12,0%
CCN1C(=O)/C(=C/c2c(F)cccc2Cl)SC1=S,2%
CCOC(=O)C1C(=O)C(C(=O)OCC)C(c2cccnc2)NC1c1cccnc1 (stereo not drawn),-6%
O=C(NCc1cccc(C(F)(F)F)c1)c1cc(Cl)cc(Cl)c1,2%
CCc1nc2ccccc2n1CCC(C)C,-7%
C=CCc1cc(C)ccc1OCC(O)CN1CCN(c2ccccc2)CC1 (stereo not drawn),10%
CCCSc1nsc(SCCC)c1C(N)=O,-3%
CC(CCc1ccccc1)NC(=O)c1cncc(Br)c1 (stereo not drawn),1%
Cc1cc(C)n2nc(C(=O)NCCc3ccccc3)nc2n1,-1%
COc1cc(C(=O)NCCC2=CCCCC2)cc(OC)c1OC,-16%
CCOC(=O)c1cccc(NC(=O)C2CCCN(S(=O)(=O)c3c(C)n[nH]c3C)C2)c1 (stereo not drawn),0%

# 3 compounds from above, arranged by heavy-atom count, highest first:
SMILES,mouse EphA4 binding
CCOC(=O)C1C(=O)C(C(=O)OCC)C(c2cccnc2)NC1c1cccnc1 (stereo not drawn),-6%
Fc1ccc(N2CCN(c3nc(-c4ccco4)cc(C(F)(F)F)n3)CC2)cc1,-3%
CCOCCOC(=O)CCSc1n[nH]c(=O)[nH]c1=O,-3%

# Other records follow.
SMILES,mouse EphA4 binding
CC1Cc2ccccc2N1C(=O)CSc1nnc(-c2ccccc2)c(-c2ccccc2)n1 (stereo not drawn),1%
CC(C)c1ccc(N2C(=O)CSC23C(=O)Nc2ccccc23)cc1 (stereo not drawn),5%
COc1ccc(C(C#N)Nc2ccccc2C)cc1 (stereo not drawn),10%
N#CCCSc1ccccc1NC(=O)c1ccc(S(=O)(=O)N2CCCC2)cc1,0%
Cc1nnc(NC(=O)CSc2nnc(CCc3nc4ccccc4[nH]3)n2C)s1,-10%
Cc1cccc(-n2ncc3c(NCCc4ccc(S(N)(=O)=O)cc4)ncnc32)c1,1%
CCOC(=O)c1c(N)sc2c(O)c(Br)ccc12,-16%
CCc1ccc(N2CC(C(=O)Nc3nccs3)CC2=O)cc1 (stereo not drawn),3%
CC(O)CNc1nc2c(c(=O)n(C)c(=O)n2C)n1C/C=C/c1ccccc1 (stereo not drawn),-4%
CCOC(=O)NCc1ccc(S(=O)(=O)Nc2ccccc2C)cc1,-6%
COc1cccc(N2CCN(C(=O)c3ccc(N4C(=O)NC5CC4(C)Oc4ccccc45)cc3)CC2)c1 (stereo not drawn),-12%
COc1ccc(OC)c(NC(=O)CN2CCN(C(=O)c3ccco3)CC2)c1,26%

# An excerpt taken from the entries so far, for reference:
SMILES,mouse EphA4 binding
Cc1nnc(NC(=O)CSc2nnc(CCc3nc4ccccc4[nH]3)n2C)s1,-10%
Cc1cccc(-n2ncc3c(NCCc4ccc(S(N)(=O)=O)cc4)ncnc32)c1,1%
CCOC(=O)c1c(N)sc2c(O)c(Br)ccc12,-16%

# (continued)
SMILES,mouse EphA4 binding
CCOc1ccc(/C(O)=C2/C(=O)C(=O)N(CCCn3ccnc3)C2c2cccs2)cc1Cl (stereo not drawn),-9%
Clc1ccc(OCCCNCc2ccccc2)c(Br)c1,17%
C=CCn1c(SCn2nnc3ccccc3c2=O)nnc1-c1ccc(Cl)cc1,-10%
COc1ccc(OC)c(NC(=O)c2c(NC(=O)CNCc3ccco3)sc3c2CCC3)c1,0%
O=C1N=c2ccccc2=C1c1sc(=S)n(CC2CCCO2)c1O (stereo not drawn),-2%
CCC(c1nnnn1C1CCCCC1)N1CCN(C2CCCC2)CC1 (stereo not drawn),-15%
COCCNS(=O)(=O)c1cccc2cccnc12,-6%
Cc1cc(N2CCN(c3ccc(F)cc3)CC2)nc2cc(O)ccc12,4%
N#Cc1ccc(N2CCCC2C(=O)O)c([N+](=O)[O-])c1 (stereo not drawn),-10%
O=C(NCCN1CCN(Cc2ccccc2)CC1)C1CC(=O)N(C2CCCC2)C1 (stereo not drawn),-21%
O=C(/C=C/c1cccc(Cl)c1)Nc1ccncc1,-6%
COc1ccccc1NC(=O)CCSc1nnnn1C,-14%
COc1ccc(CCNC(=O)C(=O)NCc2ccccc2)cc1OC,-14%
Cc1cccc[n+]1C1C(c2ccccc2)C(C#N)=C(C(=C=[N-])C#N)NC1(O)C1CC1 (stereo not drawn),-12%
Cc1[nH]n(-c2ccccc2)c(=O)c1/C=C1/C=Nc2ccccc21,-7%
CC1=CS/C(=C(/C#N)C(=O)NCc2ccco2)N1c1ccccc1,-5%
Cc1ccccc1-c1nc(-c2cccnc2)no1,-6%
O=C1CC(c2ccccc2)n2nc(NC(=O)c3cccnc3)nc2N1 (stereo not drawn),-2%
COC(=O)CSc1nnc(-c2ccccc2O)n1-c1ccc(C)cc1,7%
COc1ccc(S(=O)(=O)N(CCc2ccccc2)CC(=O)O)cc1OC,-8%
CN(C)C=Nc1nonc1-c1ncn[nH]1,-10%
Clc1ccc(-c2nnc(-c3ccccc3Cl)o2)cc1,4%
COc1ccc(OC)c(Nc2nc(C3CC3)nc3c2nnn3Cc2ccccc2)c1,-14%
Cc1ccc(S(=O)(=O)CCc2nnc(NC(=O)c3ccccn3)s2)cc1,17%
COCCOC(=O)C(C#N)c1nc2ccccc2nc1N1CCCC1 (stereo not drawn),21%
Cc1c(C(=O)N2CCN(C)CC2)cccc1[N+](=O)[O-],4%
FC(F)(F)C1CC(c2cccs2)Nc2ncnn21 (stereo not drawn),-6%
CC(=O)NCC(=O)OCC(=O)c1ccc(C)cc1,-4%
c1coc(CN2CCN(C(c3cccs3)c3nnnn3C3CCCC3)CC2)c1 (stereo not drawn),-6%
Cc1cc2cc(CCNC(=O)c3ccc(Br)o3)c(=O)[nH]c2cc1C,-9%
CN(C)S(=O)(=O)c1cc(S(=O)(=O)N(C)C)c(Cl)cc1N,-2%
Cc1cc(C)cc(NC(=O)C2CCN(c3nccs3)CC2)c1,2%
O=C(Nc1ccc(Br)cc1)c1nn2c(c1Cl)NC(c1ccc(Cl)cc1)CC2C(F)(F)F (stereo not drawn),4%
CC(C)CC(NC(=O)c1ccccc1)C(=O)OCC(=O)N1c2ccccc2Sc2ccccc21 (stereo not drawn),11%
NC(=O)c1sc2nc(N3CCCCC3)c3c(c2c1N)CCCC3,12%
Cc1ccc(CNC(=O)C2CCC(CNc3c(N4CCOCC4)c(=O)c3=O)CC2)cc1 (stereo not drawn),-5%
CCc1ccc(N2CC(C(=O)Nc3nnc(CC)s3)CC2=O)cc1 (stereo not drawn),-14%
Cc1cc(Nc2c(C)cccc2C)n2nc(C)nc2n1,-5%
O=C1c2ccccc2C(Nc2ccc(S(=O)(=O)N3CCCCCC3)cc2)N1c1ccccn1 (stereo not drawn),-6%
O=C(NCCNc1ccc(Cl)cc1[N+](=O)[O-])c1ccc(Br)o1,-2%
Cc1cccc(N2C(=O)/C(=C/c3ccc4c(c3)OCO4)SC2=S)c1C,-7%
CCOC(=O)C(C(=O)OCC)=C1Sc2ccccc2N1C,-5%
Cc1ccc(NC(=O)c2ccc3c(c2)C(=O)N(CC2CCCO2)C3=O)cc1C (stereo not drawn),-7%
CC(=O)c1cc(-c2ccccc2)n(CC(=O)N2CCCCC2)c1C,-15%
Cc1ccccc1CS(=O)(=O)Cc1ccc(C(=O)NCCCN2CCCC2=O)o1,-17%
Cc1cc(C)cc(OCC(O)CN2C(=O)NC(C)(C)C2=O)c1 (stereo not drawn),-9%
O=C1CC(N2CCN(C/C=C/c3ccccc3)CC2)C(=O)N1CCc1ccccc1 (stereo not drawn),0%
COc1ccccc1Nc1nc(NCCO)c2ccccc2n1,-13%
CCOC(=O)c1ccc(NS(=O)(=O)c2cc(-c3nnnn3C(C)C)ccc2OC)cc1,3%
CCC1(C(=O)O)NC(c2cc(OC)ccc2O)C2C(=O)N(Cc3ccccc3)C(=O)C21 (stereo not drawn),13%
CCOC(=O)N1CCC(NC(=O)CCc2c(C)nc3ncnn3c2C)CC1,-9%
O=C(NC(=S)Nc1ccc2c(c1)OCCO2)c1ccccc1,-2%
O=C(O)c1cccc(N2C(=O)c3cccnc3C2=O)c1,2%
COc1ccc(N2C(=O)CC(Sc3nc(C)c4c(n3)CCCC4)C2=O)cc1 (stereo not drawn),-7%
COc1cccc(-c2nc(-c3ccccn3)no2)c1,-13%
COC(=O)c1sc(S(=O)(=O)N2CCC(C)CC2)c(C(=O)OC)c1C,4%
CCOc1ccccc1N/C(=C(/C(Cl)=C(Cl)Cl)[N+](=O)[O-])n1cncn1,5%
Nc1nc(SCC(=O)Nc2ccccc2)[nH]c(=O)c1-c1ccccc1,0%
CCCOc1ccc2c3c(c(=O)oc2c1OCCC)CCC3,-6%
Cc1ccccc1C1(Cc2ccccc2)C(=O)c2ccccc2C1=O,-7%

# Carrying on.
SMILES,mouse EphA4 binding
CC(=O)N1CCN(S(=O)(=O)c2cccc(C(=O)NC3CCCc4ccccc43)c2)CC1 (stereo not drawn),-4%
O=C(C1COc2ccccc2O1)N1CCN(Cc2ccc3c(c2)OCO3)CC1 (stereo not drawn),-2%
COc1ccc2nc(NC(=O)C3CCCN3S(=O)(=O)c3ccc(C)cc3)sc2c1 (stereo not drawn),-3%&-6%
O=C(/C=C/c1cccc(C(F)(F)F)c1)Nc1cccc2cccnc12,-11%
C(=N\n1cnnc1)/c1ccc(OCc2cccc3ccccc23)cc1,-5%
N#Cc1nc(COc2ccccc2Cl)oc1NCc1cccnc1,6%
COc1cc(OC)cc(C(C(=O)NCc2ccccc2)N(Cc2ccco2)C(=O)c2ccno2)c1 (stereo not drawn),-9%
O=C(Nc1ccc(F)cc1F)c1cccn1-c1ncc(C(F)(F)F)cc1Cl,-16%
COc1ccccc1CNC(=O)C1=C(C)C(=O)OC12CCC(C)CC2 (stereo not drawn),-6%
COc1cccc(/C=C2/N=C(c3ccc(NC(C)=O)cc3)OC2=O)c1,-3%
O=C(CSc1nc2ccccc2o1)OCC(=O)c1ccc(F)cc1,-13%
CN(c1cccc(NC(=O)Nc2ccc(Cl)cc2)c1)S(C)(=O)=O,-19%
CCN(CC)C(=O)CSc1nnc(-c2cnccn2)n1-c1ccccc1,-20%
O=C(CS(=O)(=O)c1cn(Cc2ccc(Cl)cc2)c2ccccc12)N1CCCC1,1%
Cc1ccccc1Nc1nnc(SCC(=O)NCc2ccco2)s1,-5%
CCOC(=O)c1cc(NC(=O)N(CC)CC)c(C)nc1C,-4%
CCc1nc(NCc2cccnc2)c2oc3ccccc3c2n1,-9%
CCC(C)(C)NC(=O)c1cc(OC)c(OC)cc1[N+](=O)[O-],4%
COc1cc(C)nc(Oc2ccc(/C=N/O)cc2)n1,4%

# Not all compounds are listed (hit frequency here may not be typical).
